# PfM18AAP inh – PfM18AAP inhibitors, malaria aminopeptidase, primary screen, biochemical, QFRET, recombinant enzyme. 290,000 tested, 1.2% active. inhibition, % at 7.35 µM. H-Glu-NHMec fluorogenic cleavage. M18 aspartyl aminopeptidase (Plasmodium falciparum 3D7);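 active means inhibition above the campaign mean inhibition over all tested compounds plus 3 SD, cut at about 28% in these data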;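 further: 0% = plate median of test compound wells and 100% = 2 mM ZnCl2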
# GPR7 antagonist – GPR7 receptor antagonists, primary screen, cell-based, fluorescence, single concentration; 290,000 tested, 1.1% active; inhibition, % at 4.4 µM; GPR7-expressing cells, fluorescence antagonist assay; AID 1861, 2009; Neuropeptides B/W receptor type 1 (Homo sapiens), P48145; in the data active means inhibition above about 16%, passing the limit was not always enough;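 further: cells stimulated with the agonist NPW; 0% = agonist with vehicle and 100% = vehicle without agonist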
# MEKK2wt PB1 HTS – modulators of MEK5 binding to wildtype MEKK2, primary screen, biochemical, multiplex bead flow cytometry, Alexa488-MEK5; Mitogen-activated protein kinase kinase kinase 2 (Homo sapiens), Q9Y2U5; Alexa488-MEK5 binding to MEKK2 WT; actives lie on both sides; binding response (% of control), % at 10 µM; 290,000 tested, 1.1% active; in the data active means binding response below about 67% or above about 130%
# V1aR counter – agonists of human V1a receptor, primary screen, counter-screen for OXTR agonist project, fluorescence, CHO-V1R cells; Vasopressin V1a receptor (Homo sapiens), P37288; Fluo-8 calcium fluorescence, agonist mode; 0% DMSO, 100% 3 nM vasopressin; activation, % at 3 µM; 320,000 tested, 0.25% active; AID 2797, 2010;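 active means activation above the mean activation of all tested compounds plus 3 SD, per screening run, cut at about 20% in these data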;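 further: signal is peak over basal fluorescence ratio across a 100 second FLIPR read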
# Target sequence (P37288 whole entry, looked up): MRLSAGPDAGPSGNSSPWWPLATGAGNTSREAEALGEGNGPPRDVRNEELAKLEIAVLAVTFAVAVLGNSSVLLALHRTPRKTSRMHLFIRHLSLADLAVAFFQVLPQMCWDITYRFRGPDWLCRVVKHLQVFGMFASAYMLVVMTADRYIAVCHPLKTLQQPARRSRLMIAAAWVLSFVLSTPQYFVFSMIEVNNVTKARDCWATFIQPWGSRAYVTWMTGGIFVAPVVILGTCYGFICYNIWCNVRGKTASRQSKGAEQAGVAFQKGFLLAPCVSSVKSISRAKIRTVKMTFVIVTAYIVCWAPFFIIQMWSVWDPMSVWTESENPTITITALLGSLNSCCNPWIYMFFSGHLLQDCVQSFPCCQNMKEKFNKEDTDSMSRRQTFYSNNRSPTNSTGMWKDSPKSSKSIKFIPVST
# NALP1 yeast inh – NALP1 inflammasome inhibitors in reconstituted yeast, colorimetric, S. cerevisiae, triplicate retest | S. cerevisiae NALP1/ASC/caspase-1 growth, X-gal OD620, 72 h | inhibition, % at 10 µM | 280,000 tested, 0.61% active; in the data active means inhibition mostly above about 24%, no sharp cut-off; inactive means mostly below about 32%; further: some compounds called inactive have numbers as strong as hits
# OXTR agonist – human OXTR agonists, primary screen, fluorescence, CHO-OTR cells, Fluo-8 calcium | Fluo-8 calcium fluorescence; normalized: DMSO 0%, oxytocin 100% | 320,000 tested, 0.32% active | activation, % at 3 µM | Oxytocin receptor (Homo sapiens), P30559;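 active means activation above the mean of all tested compounds plus 3 SD, cutoff set per screening run, cut at about 20% in these data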;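 further: peak over basal fluorescence ratio from a 100 s FLIPR kinetic read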
# Target sequence (P30559 whole entry, looked up): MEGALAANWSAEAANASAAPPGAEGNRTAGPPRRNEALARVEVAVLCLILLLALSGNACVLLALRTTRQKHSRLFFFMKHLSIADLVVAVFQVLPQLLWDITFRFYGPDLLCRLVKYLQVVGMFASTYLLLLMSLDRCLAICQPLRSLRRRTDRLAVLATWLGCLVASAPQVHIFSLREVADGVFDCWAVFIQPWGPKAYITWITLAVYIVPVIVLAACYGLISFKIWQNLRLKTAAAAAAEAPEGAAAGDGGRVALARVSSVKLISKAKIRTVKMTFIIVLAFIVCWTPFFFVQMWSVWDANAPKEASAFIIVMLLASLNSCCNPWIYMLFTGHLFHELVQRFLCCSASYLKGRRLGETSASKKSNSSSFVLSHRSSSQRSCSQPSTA
# GalR3 antagonist – GalR3 antagonists in HEK293 cells, primary screen, cell-based, fluorescence readout; inhibition, % at 3 µM; AID 651719, 2012; 360,000 tested, 0.44% active; HEK293 GalR3-CNG cAMP membrane potential fluorescence; galR3 body fused to GalR1 C-terminus;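 active means inhibition above the screen-wide average plus 3 SD, cut at about 13% in these data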;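 further: forskolin and galanin both at EC90 stimulate the cells; cAMP rise reported by CNG channel membrane potential dye signal; 0% = forskolin plus galanin with DMSO and 100% = forskolin alone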
# Target sequence (O60755 1-299 limits assumed): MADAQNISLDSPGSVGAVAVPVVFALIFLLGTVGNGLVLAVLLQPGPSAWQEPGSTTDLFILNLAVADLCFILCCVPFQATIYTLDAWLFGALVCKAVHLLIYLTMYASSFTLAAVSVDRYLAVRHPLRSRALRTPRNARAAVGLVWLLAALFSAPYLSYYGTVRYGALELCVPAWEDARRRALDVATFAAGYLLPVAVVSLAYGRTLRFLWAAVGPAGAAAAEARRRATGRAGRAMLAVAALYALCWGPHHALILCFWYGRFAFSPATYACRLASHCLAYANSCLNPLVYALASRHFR
# OXTR potentiate – human OXTR potentiators, primary screen, fluorescence, CHO-OTR cells, Fluo-8 calcium | Oxytocin receptor (Homo sapiens), P30559 | Fluo-8 calcium fluorescence, potentiator mode; 0% = oxytocin EC15, 100% = EC100 | activation, % at 3 µM | 320,000 tested, 0.061% active | AID 2445, 2010;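 active means activation above that plate's cutoff, the mean activation of tested compounds plus 3 SD, cut at about 6.6% in these data, passing the limit was not always enough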;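 further: 100% uses oxytocin at 75 nM as the full agonist control; some results filed as inactive read as strong as hits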
#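 Dosing: Single dose, 3.0 µM nominal final compound concentration | Material: Human OTR in CHO cells | Technique: Kinetic Fluo-8 calcium fluorescence | Benchmarks: EC15 oxytocin alone as 0%, 75 nM oxytocin as 100% | Probe or stimulus: Oxytocin at about EC15, sub-maximal agonist stimulus | Incubation: Compound 6 min at room temperature before oxytocin, 100 s read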
# MEKK2 mut-MEK5 – MEK5 binding signal on mutant MEKK2 PB1, primary screen, biochemical, multiplex bead flow cytometry, Alexa488-MEK5; Alexa488-MEK5 binding to MEKK2 mutant; percent response, % at 10 µM; AID 1530, 2009; 290,000 tested, 0.35% active; in the data active means percent response above about 24%, passing the limit was not always enough; further: inactives centre near 1; some results filed as inactive read as strong as hits
# * = called active by the depositor; · = no result given.
SMILES,PfM18AAP inh,GPR7 antagonist,MEKK2wt PB1 HTS,V1aR counter,NALP1 yeast inh,OXTR agonist,GalR3 antagonist,OXTR potentiate,MEKK2 mut-MEK5
O=C(Nc1ccc(S(=O)(=O)N2CCCCCC2)cc1)c1[nH]ncc1[N+](=O)[O-],1,-13,97,5.0,15,3.2,-2,-9,1
Cc1nn(-c2ccccc2)nc1C(=O)NNC(=O)c1ccc(C(F)(F)F)cc1,2,-5,111,-0.5,·,-2.8,1,-4,3
O=C(N/N=C\c1ccc(-c2ccccc2[N+](=O)[O-])o1)C1COc2ccccc2O1 (configuration not stated),9,-6,101,0.8,25,0.5,-5,-5,8
CC1(C)c2[nH]c3ccccc3c2C[C@@H]2C(=O)N(Cc3ccccc3F)C(=O)N21,·,·,96,0.7,·,3.7,1,-11,-5
CN1C(=O)c2cccc3c(S(=O)(=O)NCCc4ccccc4)ccc1c23,-7,-15,107,2.9,24,0.0,-5,-10,7
Nc1ccc(NC(=S)Nc2ccccc2)cc1,6,-9,100,·,2,·,-8,·,2
COc1ccc(NC(=O)CCCc2ccccc2)cc1OC,4,-18,101,0.5,18,0.6,-5,2,2
COCCN(Cc1cc2cc3c(cc2nc1Cl)OCO3)C(=O)Nc1ccc(F)cc1,-8,-16,109,3.9,31,1.7,-8,-9,5
CN1CCN(c2ccc(NC(=O)c3sc4ccccc4c3Cl)cc2)CC1,-8,10,121,1.6,17,2.1,-3,-2,2
COc1cccc(-c2onc3ccc(C(C)=O)cc23)c1,13,-12,104,-1.0,3,-1.6,-11,-3,14
COc1ccc(Cn2cccc(NC(=O)Nc3ccc(C#N)cc3)c2=O)cc1,0,-11,101,3.9,12,1.9,-3,-17,2
CCn1c(CSc2ncccn2)nnc1SCC(=O)N1c2ccccc2CC1C (configuration not stated),-8,2,102,-0.4,8,-0.5,-4,-2,4
COc1cc(C(=O)NCCC(C)C)ccc1OCc1ccc(Cl)cc1Cl,-1,-6,110,2.1,29,0.2,-4,-6,-2
CS(=O)(=O)N(Cc1ccccc1)c1ccc(C(=O)NCCSc2ccccn2)cc1,-3,6,103,4.7,20,3.1,-2,-3,-2
Cc1nc2ncnn2c(C)c1CCC(=O)N1CCN(C(=O)c2ccco2)CC1,-3,-11,93,-0.4,17,0.9,2,1,-4
COc1ccc(OC)c(C2=NOC(C(=O)NCC3CCCO3)C2)c1 (configuration not stated),-6,-4,100,-0.3,2,-0.7,·,-2,1
O=C(Nc1cc(Cl)ccc1Cl)c1ccco1,-12,2,105,-0.2,13,-1.0,-8,-5,3
Cc1nn(C)c(C)c1CN(C)C(=O)C1CCC(=O)N(C2CCCCCC2)C1 (configuration not stated),-4,1,106,3.0,19,-0.4,-5,-4,0
CCc1ccc(CNc2ccc(O)cc2)cc1,26,-2,96,0.4,26,1.6,·,-14,0
O=C(NCCOc1ccccc1)C1Nc2ccc(OC(F)(F)F)cc2C2C=CCC12 (configuration not stated),·,·,104,-1.4,·,-0.5,-1,-13,2
Cc1cc(C)c2nc(N3C(=O)C(O)=C(C(=O)c4ccco4)C3c3ccc(O)cc3)sc2c1 (configuration not stated),·,·,·,1.1,·,6.1,45*,7,·
Cc1ccc(N=C2NC(=O)/C(=C/c3cn(C)c4ccccc34)S2)cc1C,-9,-3,88,12,32,18,-6,-10,0
O=C1/C(=C\c2ccc(O)cc2)SC(=S)N1/N=C/c1ccc(O)cc1,22,4,97,22*,1,24*,-7,-10,-4
COCc1cc(C)nc(N2CCOCC2)c1C#N,6,-16,106,-0.3,-1,0.0,2,2,3
Cc1cc(C(=O)N/N=C/c2cccc([N+](=O)[O-])c2)c(C)o1,7,4,98,-0.2,-3,-1.8,6,-6,2
CCCCN(C(=O)c1cc(CC)c(C)s1)c1c(N)n(CC(C)C)c(=O)[nH]c1=O,4,-8,100,0.2,12,-0.6,-2,-2,2
CCN(CC)c1ccc(NC(=O)c2cnn(CC)c2)cc1,2,22,98,0.9,16,-0.1,-2,-13,5
CCCn1nnnc1NCc1ccccc1OCc1cccs1,-1,-2,104,-0.8,-3,-1.1,-2,-6,5
COc1ccc(C(=O)On2c(-c3ccc(Br)cc3)nc3ccccc3c2=O)cc1,-3,-5,96,-1.1,35,-2.1,-5,-11,-1
O=C(CN1C(=O)NC2(CCCCCC2)C1=O)Nc1ccc(Cl)c([N+](=O)[O-])c1,·,·,·,0.8,·,1.0,-1,-10,·
Nc1nnc(CC(=O)Nc2ccccc2)s1,3,-5,86,0.8,6,0.4,-6,-5,-17
COc1cc(/C=N/NC(=S)NC2CC3CCC2C3)ccc1O (configuration not stated),11,-20,95,0.7,-12,-3.2,-1,-13,-2
CC1=CCC2C(=O)N(c3ccc(C)cc3)C(=O)C2C1 (configuration not stated),2,-5,97,1.4,10,-0.2,-2,5,-1
CCOC(=O)c1c(NC(=O)CN2C(=O)NC3(CCC(C)CC3)C2=O)sc(C)c1-c1ccc(C)cc1 (configuration not stated),1,-8,99,-0.1,16,-1.0,1,-5,2
CCc1cc2c(CN(C)Cc3ccccc3F)cc(=O)oc2cc1O,9,-43,90,0.7,-3,-1.2,-2,-12,-3
CNC[C@@H](CC1CCCCC1)NC[C@H](CC(C)C)NCCc1cccc(C(F)(F)F)c1,1,56*,234*,4.5,16,13,-3,-8,33*
Cc1nc(Cl)c2c(n1)N(CC(N)=O)C(=O)CO2,0,-7,96,-0.4,17,0.9,-5,-5,-4
CCOC(=O)C(C)(C)N(Cc1ccccc1C)S(=O)(=O)c1ccc(Cl)c([N+](=O)[O-])c1,-1,-8,100,0.4,44,-1.5,1,-9,-6
O=C(O)/C(=C\c1cccc(O)c1)c1ccc(S(=O)(=O)N2CCCC2)s1,·,·,·,0.3,·,0.1,2,-4,·
CCCCn1c(N)c(N(CC(C)C)C(=O)COC(=O)c2ccccc2NCCO)c(=O)[nH]c1=O,·,·,·,0.1,·,-1.1,-2,-4,·
Cc1nn(C(=O)c2c([N+](=O)[O-])cnn2C)c(C)c1Cl,4,-15,100,8.9,7,0.4,-1,-15,4
Brc1ccc(-c2nnc(-c3ccco3)o2)cc1,3,-8,·,0.1,7,-2.4,0,5,·
CSc1ccc(C2Nc3cccc4cccc(c34)N2)cc1,26,-5,103,0.4,22,0.6,-8,-9,2
CCc1c(C)sc(NC(=O)c2cc(CC(C)C)on2)c1C#N,13,-1,103,0.5,-6,-0.8,·,-1,-1
CCCCNC(=O)Cc1cc(=O)[nH]c(=O)[nH]1,1,-14,106,0.3,-3,2.0,·,-3,4
Cn1nnc2cc(C(=O)NCCC3=CCCCC3)ccc21,4,-15,100,-0.5,12,0.3,-4,-11,2
Cc1cccc(NC(=O)CS(=O)(=O)c2cn(C)c3ccccc23)c1C,-10,1,104,-0.9,13,-1.0,-7,-6,1
Cc1nc([N+](=O)[O-])c(Sc2nc3ccc([N+](=O)[O-])cc3[nH]2)n1Cc1ccccc1,-6,-4,100,2.9,17,1.4,-5,-6,-2

# In a second layout: three of the compounds above
CCc1c(C)sc(NC(=O)c2cc(CC(C)C)on2)c1C#N
  PfM18AAP inh: 13 | GPR7 antagonist: -1 | MEKK2wt PB1 HTS: 103 | V1aR counter: 0.5 | NALP1 yeast inh: -6 | OXTR agonist: -0.8 | GalR3 antagonist: · | OXTR potentiate: -1 | MEKK2 mut-MEK5: -1
CCCCNC(=O)Cc1cc(=O)[nH]c(=O)[nH]1
  PfM18AAP inh: 1 | GPR7 antagonist: -14 | MEKK2wt PB1 HTS: 106 | V1aR counter: 0.3 | NALP1 yeast inh: -3 | OXTR agonist: 2.0 | GalR3 antagonist: · | OXTR potentiate: -3 | MEKK2 mut-MEK5: 4
Cn1nnc2cc(C(=O)NCCC3=CCCCC3)ccc21
  PfM18AAP inh: 4 | GPR7 antagonist: -15 | MEKK2wt PB1 HTS: 100 | V1aR counter: -0.5 | NALP1 yeast inh: 12 | OXTR agonist: 0.3 | GalR3 antagonist: -4 | OXTR potentiate: -11 | MEKK2 mut-MEK5: 2

# The list goes on.
SMILES,PfM18AAP inh,GPR7 antagonist,MEKK2wt PB1 HTS,V1aR counter,NALP1 yeast inh,OXTR agonist,GalR3 antagonist,OXTR potentiate,MEKK2 mut-MEK5
CCCC1=C(C(=O)OCC)C(c2sccc2C)n2ncnc2N1 (configuration not stated),-2,-17,99,-1.2,9,-3.0,-6,0,-4
CCN(CC(=O)Nc1cccc(OC)c1)C(=O)c1ccncc1,-1,-3,106,0.6,13,0.7,-7,4,4
CCNC(=O)c1ccccc1-c1nc(-c2ccccc2Cl)no1,-3,-7,99,-0.4,16,0.0,3,-7,0
O=C(CNC(=O)c1ccco1)N/N=C/c1cc(Br)ccc1O,10,-11,98,2.6,7,1.6,-1,-1,-2
CN(CCNC(=O)c1cn(C)c2ccc(S(=O)(=O)N3CCCC3)cc2c1=O)CCc1ccccc1,-2,-13,104,0.3,11,0.7,-8,-3,5
O=c1c(N2CCOCC2)nsnc1N1CCOCC1,-7,-9,92,0.7,19,0.8,-2,-12,-1
Cc1nnc(SCC(=O)Nc2ccccc2)c2ccccc12,4,-3,100,1.4,-9,-1.3,-8,-1,5
COc1ccc(NC(=S)NC(=O)Cc2ccccc2)cc1,1,2,104,8.8,-3,4.7,-8,-4,1
O=C(COc1ccc(Br)cc1CNCCc1ccccc1)NCc1ccccc1,-3,31*,145*,10,-19,7.8,-6,-4,6
COc1cccc(N2CC(C(=O)Nc3c(C(N)=O)oc4ccccc34)CC2=O)c1 (configuration not stated),·,·,·,0.3,·,1.1,-4,-1,·
O=C(OCC(=O)N1CCOCC1)c1cccc(F)c1,-3,-8,100,0.6,10,1.3,-8,-3,5
O=C1COC(c2ccccc2)C2CCCCN12 (configuration not stated),-7,-8,96,1.4,17,1.9,0,-4,-2
COc1ccc(CNC(=O)CCc2c(C)nc3ncnn3c2C)cc1,4,-13,100,0.4,22,1.6,-4,-4,-2
CCC(=O)N/C(=N/c1nc(C)cc(C)n1)Nc1ccc(C)cc1,-4,9,105,0.2,1,-0.3,-13,-15,3
COc1ccc(CCNc2ccc(C(CC(N)=O)NC(=O)c3cc(C)cc(C)c3)cc2[N+](=O)[O-])cc1 (configuration not stated),4,2,100,1.4,7,0.2,5,-2,-8
CCOC(=O)c1[nH]c(C)c(C(=O)Nc2cccc(Cl)c2C)c1C,-4,-15,110,-0.5,-10,-0.2,-7,-4,7
O=P(O)(CCc1ccccn1)CN1CCCCC1,-1,-12,110,0.5,6,0.3,-4,-2,9
Cn1c(=O)c2c(nc(NNC(=O)C(F)(F)F)n2C)n(C)c1=O,25,-8,103,-0.5,1,0.3,-3,-18,-1
CCCCCc1ccc(-c2cn(Cc3cccc(OC)c3)nn2)cc1,-4,5,103,1.4,18,-0.8,-7,-11,-5
Cc1c(Cl)cccc1NC(=O)[C@@]1(CC(=O)O)CC(/C=C/c2ccccc2)=NO1,-4,17,96,-0.2,3,-0.2,-14,-11,-2
